RGS4 inhibitor: blocks human RGS4-accelerated GTP hydrolysis; P49798; Transcreener GDP fluorescence polarization, RGS4-accelerated GTP hydrolysis; Potency, µM (top dose mostly 114 µM), inactives show at the top dose activity change, negative = inhibition, hits mostly inhibitors; 390,000 compounds, 0.039% hits; AID 504845; also: potency is read from the fitted curve at half-maximal effect; % is scaled to controls: 0 for no effect and ±100 for the full control effect; nearly all actives have a fitted effect of over 75% in size; some results filed as inactive show a strong effect at the top dose
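MLSMR compounds (23 nl, pin-transferred) preincubated 10 min at room temperature with a 500nM (2x) first reagent, then RGS4 at 900nM (2x) plus Transcreener GDP mix added; fluorescence polarization (620/688 nm) read before and after 90 min at 30 °C.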
ALOX12 inh: inhibitors of human 12S-lipoxygenase ALOX12. P18054. purified 12hLO, xylenol orange hydroperoxide absorbance. Potency, µM (series often up to 108 µM), without a hit: at the highest dose activity change, negative = inhibition, most hits filed as inhibitors. 580,000 compounds, 1.1% hits; also: potency is read from the fitted curve at half-maximal effect; % is scaled to controls: 0 for no effect and ±100 for the full control effect
Target sequence (P18054 whole entry, looked up): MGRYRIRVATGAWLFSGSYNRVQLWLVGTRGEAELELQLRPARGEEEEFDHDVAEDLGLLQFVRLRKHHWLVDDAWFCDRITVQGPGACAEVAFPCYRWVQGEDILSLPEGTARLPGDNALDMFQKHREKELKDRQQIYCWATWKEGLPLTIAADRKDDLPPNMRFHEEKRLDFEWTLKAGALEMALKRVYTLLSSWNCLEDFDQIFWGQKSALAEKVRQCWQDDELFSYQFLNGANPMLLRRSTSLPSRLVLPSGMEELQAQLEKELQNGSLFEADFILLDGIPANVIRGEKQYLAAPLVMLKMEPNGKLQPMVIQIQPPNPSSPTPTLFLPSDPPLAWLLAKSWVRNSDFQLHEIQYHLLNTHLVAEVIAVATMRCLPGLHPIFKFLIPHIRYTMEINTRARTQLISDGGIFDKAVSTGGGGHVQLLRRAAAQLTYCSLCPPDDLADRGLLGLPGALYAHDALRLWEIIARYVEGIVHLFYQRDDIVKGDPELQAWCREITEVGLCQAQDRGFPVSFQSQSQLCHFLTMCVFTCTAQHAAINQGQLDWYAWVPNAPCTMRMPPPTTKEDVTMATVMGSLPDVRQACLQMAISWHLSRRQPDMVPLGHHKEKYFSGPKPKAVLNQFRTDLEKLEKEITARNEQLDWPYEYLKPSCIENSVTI
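Hydroperoxide product was detected by ferrous iron/xylenol orange as the 573 to 405 nm absorbance ratio. Arachidonic acid at 40 uM (final) was turned over for 30 min at room temperature by 150 nM human 12hLO, pH 7.0 Hepes buffer, after 15 min compound preincubation.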
D2 antag: antagonizes the human D2 dopamine receptor; HEK293 TREx D2 cells, calcium flux, dopamine EC80; P14416; inhibition, % at 10 µM; 340,000 compounds, 2% hits; in the data active = inhibition above about 30%; also: 0% is about no effect
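Read-out: kinetic calcium fluorescence (1 cycle/s) in inducible HEK293 T-REx D2 cells after an EC80 dopamine addition that followed 180 s compound preincubation. Loss of the dopamine response indicates antagonism.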
ERG-DNA inh: inhibitors of human ERG Ets domain-DNA interaction | 370,000 compounds, 0.028% hits | Potency, µM (top dose mostly 76.9 µM), inactives show top-dose FP activity, negative = inhibition, most hits filed as inhibitors | P11308 | fluorescence polarization, His-ERG Ets domain / labelled DNA; active = well fitted inhibition curve with a large enough effect in the polarisation, with a control signal flat; inconclusive = small, poorly fitted or top-dose-only effect, or effect the other way, or a change in a side signal; inactive = no such curve, though single readings can be large or run the other way; the % refers to the polarisation;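 also: polarization taken with two DNA probes labelled with fluorescein and Texas red; potency is read from the fitted curve at half-maximal effect; % of control where 0% means no effect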
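His-tagged ERG Ets domain (1 uM in the protein solution; 300mM KCl, 50mM Tris-HCl, 1mM EDTA, 1mM DTT, pH 7.5) received compound, then a probe mix of 5 nM fluorescein-DNA and 100nM Texas-615-DNA. Fluorescence polarization was read for both dyes.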
GRP78 ERSR act: induces the endoplasmic reticulum stress response in human glioma cells. U87-MG GRP78 promoter luciferase reporter, 16 h. Potency, µM, inactives show at the highest dose activation, actives largely listed as activators. 420,000 compounds, 0.02% hits. AID 602332; also: potency is read from the fitted curve at half-maximal effect; series mostly up to about 76 µM; % of control where 0% means no effect; nearly all actives have a fitted effect of over 35% in size
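Stably transfected U87-MG glioma cells carrying a GRP78-based luciferase sensor; 16 h compound incubation. Luminescence end-point read 10 min after Bright-Glo addition at room temperature.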
Vif-APOBEC3F blk: Vif-A3F binding inhibition | HeLa A3F-eYFP + Vif (tagged APOBEC3F with the HIV-1 protein that degrades it), YFP fluorescence increase | Potency, µM (series often up to 46.1 µM), without a hit: top-dose activity, negative = active | 390,000 compounds, 0.2% hits | AID 602313; also: potency is read from the fitted curve at half-maximal effect; % of control where 0% means no effect; nearly all actives have a fitted effect of over 65% in size
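Fluorescence increase (Ex 488/Em 500-530) after overnight compound treatment at 37 deg C flags inhibition of Vif-driven A3F-eYFP loss in stable HeLa A3F-eYFP/Vif cells seeded overnight beforehand.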
LDHA block: inhibitors of human lactate dehydrogenase A. P00338. activity change, % (values are at about 110 or 230 µM). 480,000 compounds, 0.15% hits. purified LDHA, NADH/diaphorase-resazurin fluorescence; active compounds read low; in the data active = activity change below about -30%; inconclusive = mostly about -25% to -30%;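 also: plate controls were DMSO wells for no effect and wells without enzyme for full effect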
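Enzyme activity of human lactate dehydrogenase 5 (2 nM; 0.06 mM NADH, 0.2 mM pyruvate, 5 min, RT) is measured via a resazurin/diaphorase fluorescence readout of residual NADH.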
Vif-A3G inh: blocks the Vif interaction with human APOBEC3G | Q9HC16 | HeLa A3G-eYFP + Vif (tagged APOBEC3G with the HIV-1 protein that degrades it), YFP fluorescence, overnight | Potency, µM (series often up to 46.1 µM), inactives show at the top dose activity, negative = active, most hits filed as inhibitors | 410,000 compounds, 0.076% hits | AID 602310;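 also: potency is read from the fitted curve at half-maximal effect; % is scaled to controls: 0 for no effect and ±100 for the full control effect; nearly all actives have a fitted effect of over 60% in size; hits raise eYFP signal because A3G escapes Vif-driven loss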
Target sequence (Q9HC16 whole entry, looked up): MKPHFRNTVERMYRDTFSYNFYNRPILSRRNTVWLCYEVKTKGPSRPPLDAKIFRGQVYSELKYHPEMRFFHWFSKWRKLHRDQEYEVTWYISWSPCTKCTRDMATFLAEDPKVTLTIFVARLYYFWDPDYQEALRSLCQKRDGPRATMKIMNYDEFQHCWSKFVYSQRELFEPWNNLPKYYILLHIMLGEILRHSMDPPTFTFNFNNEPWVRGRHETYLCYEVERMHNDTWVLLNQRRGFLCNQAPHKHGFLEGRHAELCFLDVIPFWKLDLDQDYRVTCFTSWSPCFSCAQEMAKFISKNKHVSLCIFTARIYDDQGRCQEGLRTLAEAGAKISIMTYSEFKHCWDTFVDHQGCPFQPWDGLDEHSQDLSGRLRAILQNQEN
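Read-out is eYFP fluorescence (Ex 488/Em 500-530) from Vif-expressing HeLa A3G-eYFP cells; more signal means A3G escaped Vif-mediated degradation. Cells plated overnight, compound pinned in, incubated overnight at 37 deg C.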
D2 ag: agonists of human D2 dopamine receptor. AID 485358. P14416. HEK293 T-REx D2 cells, calcium flux agonist mode. 340,000 compounds, 0.53% hits. activation, % at 2 µM;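 active = activation over 3 SD above normal in the single-dose calcium agonist read, cut at about 30% in these data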; also: 0% is about no effect
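Agonism scored from kinetic calcium signal (1 read/sec, 180 s) following compound pin transfer, after a 10 s baseline. Cells: HEK293 Trex line expressing inducible D2 receptor coupled to calcium, dye-loaded after overnight culture at 30 C.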
* hit, by the source's call; ? = inconclusive; / = not tested or not shown; & = joins results of further samples; [ ] = dose if it differs, or a comment. Unless noted, calls follow the shape of the dose curve; as a rule, active = well fitted curve in the direction sought with a large enough effect; inconclusive = small, poorly fitted or top-dose-only effect, or another doubt; inactive = no such curve, though single readings can be large; an effect the other way counts as inactive or inconclusive. A portion of the library; rates above refer to the full screens.

SMILES | RGS4 inhibitor | ALOX12 inh | D2 antag | ERG-DNA inh | GRP78 ERSR act | Vif-APOBEC3F blk | LDHA block | Vif-A3G inh | D2 ag
Cc1cccc(-n2c(=O)c3c(c4cc(C)ccc4n3C)n(CC(=O)Nc3ccccc3Cl)c2=O)c1 | 27% | -4% | / | -7% | 0% | -6% | -3 | 2% | 0.8
C=C/C(C)=C/C[C@H]1C(=C)CCC2[C@](C)(C(=O)O)CCC[C@@]21C (some centres undefined) | -25% | / | -3 | 1% | -2% | 7% | -2 | -2% | 0.2
O=C(CSCc1c(Cl)cccc1Cl)Nc1cccnc1 | -22% | 0% | 12 | 17% | -2% | -1% | 1 | 2% | 0.0
COc1ccc(OC)c(NC(=O)Nc2nnc([C@H]3C[C@H](O)[C@@H](CO)O3)s2)c1 | / | ? | / | / | 0% | / | 3 | 0% | /
CC(C)NC(=O)N1CCC(n2nccc2NC(=O)CCOc2ccccc2)CC1 | 6% | 12% | 2 | 1% | 8% | 0% | -5 | 0% | 0.1
Cc1cc(NC(=O)CSc2nnc(-c3c[nH]c4ccccc34)n2-c2ccc(F)cc2)no1 | -10% | 0% | 3 | 9% | -5% | 4% | -5 | 0% | 0.6
O=C(CNS(=O)(=O)c1ccc2ccccc2c1)OCC(=O)c1ccc(Br)s1 | -13% | -2% | 0 | 2% | -3% | -7% | -3 | -7% | -0.3
CCOc1ccc(CCNC(=O)CCc2c(C)nc3cc(-c4ccccc4OC)nn3c2C)cc1 | 1% | ? | / | 1% | -8% | -14% | -5 | 2% | 0.4
O=C(N=NC(=O)c1ccco1)c1ccc2c(O)n(N3C(=O)c4ccccc4C3=O)c(O)c2c1 | -22% | 8% | -13 | 1% | -3% | 1% | 2 | 3% | 0.0
CCn1c(C)c(P(=O)(N2CCOCC2)N2CCOCC2)c2ccccc21 | -5% | -9% | -16 | 5% | 9% | 1% | -3 | 1% | 0.2
O=S(=O)(c1ccc2ncn(O)c2c1)N1CCOCC1 | 10% | -9% | -4 | 5% | -3% | -1% | -3 | 1% | 0.3
CCOC(=O)c1cccc(NC(=O)Nc2c(C)n(C)n(-c3ccccc3)c2=O)c1 | -19% | 5% | / | -3% | -3% | 3% | 0 | -1% | -0.4
CSc1ccccc1NC(=O)c1ccncc1 | 15% | ? | -16 | 4% | -1% | -5% | -7 | -8% | 0.3
COc1ccc(C(=O)Cn2c(=O)oc3ccc(C)cc32)cc1 | -2% | -10% | -8 | 8% | 0% | 2% | -1 | 0% | -0.5
COC(=O)c1ccc(N2CCS(=O)(=O)CC2)cc1 | 25% | 1% | -14 | -2% | -2% | 4% | -19 | 6% | 3.6
COc1ccccc1CNc1ccc(N2CCOCC2)c(C(=O)O)c1 | 15% | -16% | 5 | -16% | -4% | -4% | 0 | 1% | -0.1
COc1ccc(OCc2ccc(C(=O)N3CCOCC3)cc2)cc1 | 6% | 1% | -9 | -2% | 1% | -3% | 3 | 0% | 0.5
Cc1cccc(OCC(=O)Nc2ccccc2N2CCCCC2)c1C | -16% | 16% | 15 | 5% | -4% | ? | 2 | -26% | -0.5
COc1ccccc1NC1=C(Cl)C(=O)N(C2CCCCC2)C1=O | -32% | ? | 6 | / | -2% | 0% | 8 | -6% | -0.5
CCOC(=O)c1cc(C)sc1NC(=O)CSC1=NCCS1 | 10% | 1% | 13 | -8% | 1% | -11% | -2 | 1% | -1.8
Cc1cc(-c2nnc3n2N=C(c2ccc(F)cc2)CS3)n[nH]1 | 2% | 27% | -3 | 6% | -8% | 1% | -5 | -4% | 0.0
O=C(NCCc1c[nH]c2ccccc12)Nc1ccccc1 | 21% | 4%&0% | -10 | 4% | -2% | -1% | 12&0 | -6% | 0.5
Cc1ccc(-c2noc(C3CCCN(C(=O)c4ccc(C(C)(C)C)cc4)C3)n2)o1 (centres undefined) | -14% | ? | -13 | -6% | -3% | 8% | -4 | 3% | -0.9
N#Cc1c(NCCN)nc(-c2ccccc2)c2c1CCCC2 | 9% | ? | -5 | 1% | -4% | 0% | -1 | 1% | 0.0
Cc1cccc(CSc2nncc(=O)[nH]2)c1 | -8%[11.4 µM] | 3% | 25 | ? | 3% | 0% | 4 | -3% | -0.3
Cn1cccc1-c1cc(C(=O)N/N=C/c2cccc(O)c2)[nH]n1 | -11% | 0% | 11 | -2% | 5% | -3% | -5 | -1% | -0.1
COC(=O)c1ccc(C#Cc2ccccc2)o1 | 44% | 22% | -6 | -4% | 5% | -4% | -9 | -1% | -2.0
Nc1nnc(SCc2ccccc2F)n1-c1ccccc1 | -10% | 5%[57.4 µM] | -12 | -3% | -1% | -3% | -1 | 0% | 0.3
C[C@H]1CN(S(=O)(=O)C(C)(C)C)[C@H](CCO)/C1=C\c1ccccc1 | 20% | 11% | / | 20% | -3% | -5% | -2 | -1% | /
CCOC(=O)CSc1ncnc2c1sc1nc(N3CCOCC3)c3c(c12)CCCC3 | 4% | 0% | -15 | 12% | -2% | -10% | -4 | -1% | 0.7
O=C(NCCc1ccccc1)C1CCCN(S(=O)(=O)c2cccc3nsnc23)C1 (centres undefined) | -20% | -24% | -16 | 0% | 1% | -2% | -11 | 0% | 21
O=S(=O)(/N=C(\Nc1ccc(F)cc1)C(F)(F)F)c1ccccc1 | -10% | -9% | -15 | / | 3% | 0% | -3 | 0% | 0.7
CCOc1ccc(N(CC)S(=O)(=O)N2CCCC(C(=O)Nc3ccc(OC)c(OC)c3)C2)cc1 (centres undefined) | 7% | -7% | / | -1% | -4% | 6% | 2 | 4% | -1.6
CCc1cccc(NC(=O)Cn2cc(C(=O)c3ccncc3)c(=O)c3cc(C)c(C)cc32)c1 | 21% | -28% | / | -12% | / | / | 11 | / | -1.8
COCCCn1c(-c2ccc(OC)cc2)nc2c1c(=O)[nH]c(=O)n2Cc1ccccc1 | -31% | -21%&1% | -13 | 10% | 1% | 1% | -1&-1 | 0% | -2.3
CCOc1ccccc1-n1nnnc1SCc1nc2ccccc2s1 | 5% | -12% | -17 | 2% | -2% | -13% | -8 | -2% | 1.7
Cc1c(NC(=O)COC(=O)/C=C/c2ccccc2Br)c(=O)n(-c2ccccc2)n1C | 2% | 225%[activator] | 1 | 3% | -1% | 4% | -5 | -12% | -0.1
CCOC(=O)c1cccc(-n2c(C)cc(C=O)c2C)c1 | 6% | 11% | / | -7% | -3% | -5% | 1 | -1% | /
Cc1ccc(-c2cc(O)cc3sc(=O)oc23)cc1C | -11% | ? | 6 | -9% | 0% | 2% | 0 | ? | -1.0
COc1cccc(CNC(=O)CC2C(=O)NCCN2CCCc2ccccc2)c1 (centres undefined) | -15% | 0% | -4 | 6% | -1% | 17% | -14 | 0% | -1.3
Cc1ccc(Cn2nc3c4cc(F)ccc4n(Cc4ccc(F)cc4)cc-3c2=O)cc1 | 30% | 33%[activator] | 2 | 6% | -2% | -1% | -3 | -9% | -0.7
CC(C)Cc1nnc(NS(=O)(=O)c2ccccc2)s1 | / | -29% | / | / | -4% | -6% | -16 | -8% | /
CC(C)(C)CN1CCNC[C@H]1Cc1ccc(O)cc1 | 7% | ? | / | 18% | -4% | -1% | -4 | 4% | /
O=C(Nc1ccccc1O)c1ccc(C(=O)c2ccccc2)o1 | -20% | 0% | 9 | 6% | 11% | 8% | 0 | -4% | 0.6
Cc1cc(CNC(=O)CC2C(=O)NCCN2Cc2ccc(-c3ccccc3)cc2)nn1C (centres undefined) | 5% | ? | 3 | -13% | -3% | 7% | 0 | -7% | -0.2
Cc1ccc(N(CCC(=O)O)S(=O)(=O)c2cccc(C(F)(F)F)c2)cc1 | -12% | -2% | 5 | -5% | -3% | 9% | -4 | 2% | -1.6
O=C1Nc2ccccc2N(O)N1c1ccc(Cl)cc1 | -2% | -6% | -10 | 1% | 1% | -7% | -11 | 4% | 0.0
Cc1ccc(S(=O)(=O)N2CCN(C(=O)c3cc4c(C)nn(-c5ccccc5C)c4s3)CC2)cc1 | -4% | 17% | -15 | 4% | 8% | 6% | -1 | 1% | 0.2
COC(=O)c1cccc(Cn2c(Cl)c(/C=N/NC(=O)c3ccccc3Cl)sc2=O)c1 | 15% | -9% | 7 | 5% | -5% | ? | -1 | -17% | 0.7
COCCN(C(=O)CCC(=O)Nc1cc(C)on1)C(C(=O)NC1CCCC1)c1ccc(C)cc1 (centres undefined) | -7% | -1% | 7 | -27% | 4% | 11% | -6 | 0% | 0.5
Cc1cccc(NC(=S)NNc2cccc(Cl)c2)c1 | -49% | ? | / | -2% | 5% | -7% | 10 | -3% | /
COc1ccc(NC(=O)c2cc(S(=O)(=O)N3CCCCC3)c[nH]2)cc1Cl | -16%&10% | -12%&-26% | 2 | 5%&10% | 0%&-4% | -2%&0% | -2&-15 | 4%&9% | 2.1&0.4
CN(C)c1ccc(NC(=O)CSc2nnc(-c3cccs3)n2Cc2ccco2)cc1 | -24% | ? | 9 | -2% | -4% | 0% | 11 | 1% | 0.1
COC(=O)C(C)N(C(=O)c1ccc(Cl)cc1)c1c(C)cccc1C (centres undefined) | -10% | 9% | -5 | -13% | -6% | -8% | -1 | 3% | -0.1
O=C(NCCc1ccccc1)C1CCCN1C(=O)Nc1ccc(Cl)cc1 (centres undefined) | 4% | ? | -8 | 6% | -1% | -11% | -2 | -7% | -0.2

Bioassay records (PubChem)
